# KB-V1 MDR tox: kills drug-selected multidrug resistant KB-V1 cells; KB-V1 MDR cells viability, CellTiter-Glo, 72 h; Potency, µM (top dose mostly 46.1 µM), without a hit: top-dose activity change, negative = cytotoxicity, usual class: cytotoxic; 400,000 tested, 3.4% active; further: potency means the concentration at half of the fitted maximal effect; on the % scale 0 is the no-effect control and ±100 the full control effect; nearly all actives have a fitted effect of over 60% in size
#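 KB-V1, DMEM (no phenol red) + 10% FBS; cpd pin-transferred, titration series; 72 h, 37 degrees C; CellTiter-Glo, luminescence. Data normalized, curve-fit.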
# HT1080NT lethal: kills 2HG-producing HT-1080-NT fibrosarcoma cells; AID 686970; 360,000 tested, 1.6% active; HT-1080-NT fibrosarcoma viability, CellTiter-Glo ATP luminescence, 48 h; Potency, µM (doses to about 46.1 µM), for inactives: top-dose activity, negative = less viability, hits mostly cytotoxic;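 further: NT is the 2HG producing partner of a matched IDH1 knockdown line; potency means the concentration at half of the fitted maximal effect; 0% = DMSO-treated cells and -100% = media-only wells without cells; nearly all actives have a fitted effect of over 55% in size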
#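 HT-1080-NT; 750 cells/well; 5% FBS RPMI; 48 h compound, 37 degrees C; CellTiter-Glo luminescence; curve fitting and curve-class assignment.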
# HT1080 IDH1KD tx: kills HT-1080 cells with IDH1 knockdown; Potency, µM (titrated, usually from 46.1 µM), without a hit: at the top dose activity, negative = toxicity, actives largely listed as cytotoxic; 360,000 tested, 2% active; AID 686971; HT-1080 IDH1 knockdown viability, ATP luminescence, 48 h;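 further: potency means the concentration at half of the fitted maximal effect; 0% = DMSO wells and -100% = cell-free medium wells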
#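 IDH1KD HT-1080 cells, 750/well, RPMI + 5% FBS; compound pinned after 2 h settling; 48 h, 37 °C; CellTiter-Glo luminescence; % activity normalised to DMSO and no-cell wells; curves fitted, classed by r2 and efficacy.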
# IL-1B inflam inh: inflammasome signaling inhibition, IL-1 beta readout. THP-1 LPS/ATP IL-1B secretion, AlphaLISA, 16 h; hits give low values. activity change, % at 57.5 µM. 360,000 tested, 4.7% active. AID 743279; in the data active means activity change below about -50%; inconclusive means mostly about -30% to -49%; further: on the % scale 0 is the no-effect control and ±100 the full control effect
#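 Secreted IL-1B measured by AlphaLISA bead assay after 16 h compound exposure of THP-1 cells; compounds (final up to 57.5 uM) added 1 h before LPS (250 ng/mL) and ATP (1.25 mM) stimulation; lower signal means less secretion.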
# HEK293 tox: cytotoxic in the GLP-1 receptor inverse agonist counter-screen; HEK293 cAMP-luciferase reporter cells, luminescence, 24 h; AID 624418; Potency, µM (series often up to 38.3 µM), for inactives: at the highest dose activity change, negative = inhibition, usual class: inhibitors; 410,000 tested, 0.13% active;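 further: loss of luciferase light is scored as toxicity; potency means the concentration at half of the fitted maximal effect; on the % scale 0 is the no-effect control and ±100 the full control effect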
#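 A 23 nL compound transfer followed 12 hours of cell culture at 37 deg C; exposure then lasted 24 hr. Luciferase assay detection reagent was dispensed and plates read for luminescence after a 12 min room-temperature wait.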
# MCF10A rereplic: DNA re-replication induction in MCF 10a cells | MCF 10A DNA re-replication, Hoechst nuclear intensity, 48 h | Potency, µM (doses to about 46.1 µM), without a hit: at the highest dose activity, positive = re-replication, usual class: activators | 350,000 tested, 2.9% active | AID 624296; further: potency means the concentration at half of the fitted maximal effect; % of control where 0% means no effect; nearly all actives have a fitted effect of over 50% in size
# D3 ag: D3 dopamine receptor (human) agonism | P35462 | D3R DiscoveRx beta-arrestin cells, luminescence, 90 min | max activation, % | 410,000 tested, 0.58% active | AID 652048; in the data active means max activation above about 30%; further: 0% is about no effect; mostly tested at two doses, the higher about 12 µM
# Target sequence (P35462 whole entry, looked up): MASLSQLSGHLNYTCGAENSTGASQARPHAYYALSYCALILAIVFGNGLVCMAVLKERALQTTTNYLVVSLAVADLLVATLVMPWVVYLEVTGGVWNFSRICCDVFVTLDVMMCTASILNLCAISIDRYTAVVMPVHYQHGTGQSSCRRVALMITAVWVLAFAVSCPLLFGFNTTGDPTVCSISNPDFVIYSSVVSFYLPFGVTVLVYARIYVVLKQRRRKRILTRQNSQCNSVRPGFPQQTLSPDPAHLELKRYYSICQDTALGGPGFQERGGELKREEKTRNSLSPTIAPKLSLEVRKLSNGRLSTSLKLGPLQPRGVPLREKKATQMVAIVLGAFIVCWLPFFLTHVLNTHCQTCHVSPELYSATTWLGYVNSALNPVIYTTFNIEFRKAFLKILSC
#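 Agonist-mode cell screen: cells plated at 1500/well and incubated overnight at 37 °C, then exposed to library compounds for 90 min at 37 °C. Detection reagent was added for 30–60 min at room temperature, and luminescence was read.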
# KB-3-1 cytotox: kills parental KB-3-1 adenocarcinoma cells. KB-3-1 viability, CellTiter-Glo ATP luminescence, 72 h. Potency, µM (series often up to 46.1 µM), for the others: top-dose activity change, negative = cytotoxic, actives largely listed as cytotoxic. 400,000 tested, 1.4% active. AID 1347075; further: potency means the concentration at half of the fitted maximal effect; on the % scale 0 is the no-effect control and ±100 the full control effect; nearly all actives have a fitted effect of over 60% in size
#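 Viability of parental KB-3-1 cells, measured by CellTiter-Glo luminescence, followed a 72 h incubation at 37 °C with pinned compounds in phenol-red-free DMEM containing 10% FBS.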
# SW480 rereplic: induces DNA re-replication in SW480 colon adenocarcinoma cells; SW480 DNA re-replication, Hoechst DNA content imaging, 48 h; Potency, µM (highest dose often 46.1 µM), inactives show top-dose re-replication activation, actives largely listed as activators; AID 624297; 340,000 tested, 1.8% active; further: potency means the concentration at half of the fitted maximal effect; % of control where 0% means no effect; nearly all actives have a fitted effect of over 55% in size
#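 SW480 cells exposed to compounds for 48 hr at 37 C, 5% CO2, then Hoechst-stained 40 min. Nuclear DNA content imaged by fluorescence scanning (405 nm excitation, 500-530 nm emission); re-replication scored as increased high-intensity nuclei.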
# The depositor's hits bear a star; u = inconclusive; x = not tested or not shown; [ ] = another dose, or the depositor's remark. Unless noted, the call rests on the fitted dose curve; in most records, active means well fitted curve in the direction sought with a large enough effect; inconclusive means small, poorly fitted or top-dose-only effect, or another doubt; inactive means no such curve, though single readings can be large; an effect the other way counts as inactive or inconclusive.
# Values run as follows: KB-V1 MDR tox	HT1080NT lethal	HT1080 IDH1KD tx	IL-1B inflam inh	HEK293 tox	MCF10A rereplic	D3 ag	KB-3-1 cytotox	SW480 rereplic
[1] Cc1cc(C)nc(N2CCN(c3nnnn3-c3ccccc3)CC2)n1
 : -25%	11%	17%	13	0%	2%	1	4%	-9%[9.22 µM]
[2] CN(CC(=O)Nc1ccc(F)cc1)C(=O)COC(=O)CSc1ccc(F)cc1
 : -1%	-3%	0%	-4	5%	0%	-2	4%	-2%
[3] Cc1nc2ccccn2c1/C(O)=C1\C(=O)C(=O)N(CCN2CCOCC2)C1c1cccnc1 (stereo unspecified)
 : 0%	-7%	1%	41	-15%	-3%	4	u	3%
[4] Cc1nn(CC(=O)O)c(C)c1[N+](=O)[O-]
 : 19%	21%	19%	-8	5%	8%	-6	4%	-6%
[5] CCNc1nc(NCC)n2c(SCC(=O)Nc3cc(OC)ccc3OC)nnc2n1
 : -9%	-12%	-2%	-7	-12%	24%	-10	0%	-1%
[6] Cc1cc(C)c2c(CN3CCN(Cc4ccc5c(c4)OCO5)CC3)cc(=O)oc2c1C
 : 0%	-6%	0%	-10	-7%	u	-13	-18%	1%
[7] CCCCCC(=O)NC(CC(=O)OC)c1ccc2c(c1)OCO2 (stereo unspecified)
 : -14%	1%	4%	-6	0%	3%	0	4%	-1%
[8] COc1ccc(C2=NN(C(=O)c3ccccc3C(=O)O)C(c3ccccc3O)C2)cc1 (stereo unspecified)
 : 6%	-15%	-3%	-5	5%	6%	-7	0%	-6%
[9] O=c1c2ccccc2nc(SCc2ccc(F)cc2Cl)n1CCCN1CCOCC1
 : u	22%	-2%	-22	7%	u	-13	0%	10%
[10] COc1cc(/C=N/NC(=O)c2cccs2)ccc1O
 : 0%	8%	-5%	4	12%	-2%	7	-9%	0%
[11] CCc1nc2ccc(C(=O)NCCc3ccco3)cc2nc1CC
 : -26%	8%	-7%	u	-5%	6%	0	-2%	-2%
[12] OCCN1CCN(c2ncnc3c2ncn3[C@H]2CN(Cc3ccc(Cl)cc3)C[C@@H](CO)O2)CC1
 : 22%	1%	1%	16	-10%	x	1	0%	x
[13] O=c1[nH]c2ccccc2c2ccccc12
 : -18%	-6%	-14%	0	23%	-2%	0	-4%	u
[14] Cc1ccc(CSc2nnc(CC(=O)Nc3ccc(C)cc3)n2C)cc1
 : 6%	13%	20%	0	-54%	9%	3	22%	-2%
[15] O=C(NCc1ccco1)C1CCC(N2C(=O)c3ccccc3C2=O)CC1 (stereo unspecified)
 : -9%	6%	18%	0	1%	-4%	-11	-2%	-7%
[16] O=S(=O)(c1ccc(Cl)cc1)N1CCN=C1SCc1cccnc1
 : u	-6%	-18%	0	1%	-2%	2	-4%	-2%
[17] O=C(Cn1ncc2ccccc2c1=O)Nc1cccc(C(F)(F)F)c1
 : -2%	-15%	-22%	-16	1%	x	-3	4%	x
[18] COc1ccc(C2=NN(C(=O)CSc3ncccn3)C(c3ccc(C)cc3)C2)cc1 (stereo unspecified)
 : 23µM*	-5%	-7%	-1	-25%	u	-3	13%	u
[19] CCN(C(=O)c1cc2cc3ccc(C)cc3nc2o1)c1ccc(OC)cc1
 : 0%	u	3%	-52*	u	u	-2	6%	-2%
[20] CCN1CCN(CC(=O)N2c3ccccc3Sc3ccccc32)CC1
 : 2%	-5%	-3%	-27	-12%	-5%	-2	-21%	-9%
[21] Cc1ccc(CNC(=O)CSc2nc3ccsc3c(=O)n2NC(=O)c2ccccc2)cc1
 : 27%	-2%	2%	9	-26%	7%	2	15%	-4%
[22] Cc1nc(C(F)(F)F)ccc1C(=O)N1CCC1(C)C(=O)NS(=O)(=O)c1ccc(Cl)cc1 (stereo unspecified)
 : 6%	20%	6%	14	3%	x	-6	0%	x
[23] Cc1ccc(C(=O)NC(=S)Nc2ccc(N3CCOCC3)cc2)c(C)c1
 : u	-10%	-3%	2	3%	1%	-21	-11%	15%
[24] Nc1nnc(SCC(=O)N2CCN(c3cccc(Cl)c3)CC2)n1-c1ccccc1
 : -16%	-2%	-3%	-4	-14%	3%	0	-2%	1%
[25] CCOC(=O)N1CCN(C(=O)C[C@@H]2C[C@@]3(C(=O)OC)CC(C)(C)CC=C3N(Cc3ccccc3)C2=O)CC1
 : -22%	7%	-22%	-3	-7%	x	2	2%	x
[26] Cc1noc(NS(=O)(=O)c2ccc(N/C=C\C(=O)c3ccncc3)cc2)c1C
 : 0%	3%	-2%	-3	u	11%	-12	2%	1%
[27] COc1ccc(Cc2[nH]n3c(=O)c(Cl)c(C)nc3c2-c2ccccc2)cc1
 : -3%	-1%	2%	75	-4%	u	15	u	u
[28] Cc1cc([N+](=O)[O-])nn1CCCC(=O)Nc1cc(Oc2ccc(F)cc2)cc([N+](=O)[O-])c1
 : 5.8µM*	12%	15%	u	8%	-3%	-11	-4%	-2%
[29] CC(C)CNC(=O)/C=C/C=C/CCCC/C=C/c1ccc2c(c1)OCO2
 : 2%	1%	0%	8	8%	-16%	4	1%	-8%
[30] COc1ccc(-c2noc(CCC(=O)Nc3ccc(C)c(C)c3)n2)cc1
 : 0%	u	u	21	-13%	-13%	17	5%	-7%
[31] OC(c1ccc(F)c(F)c1)c1nc(-c2ccccc2)cs1 (stereo unspecified)
 : -2%	-10%	-13%	-2	-10%	x	-7	0%	x
[32] O=c1[nH]c(-c2ccccc2)nc(-c2ccccc2)c1Cl
 : -13%	-2%	-2%	8	-9%	-7%	6	5%	-6%
[33] Cc1ccc(/C=C/C(=O)OCC(=O)Nc2cccnc2Cl)cc1
 : 19%	6%	6%	28	-4%	4%	-3	-4%	-14%
[34] CCOC(=O)C1=C(C)N(C)C(=O)NC1c1ccc(C)s1 (stereo unspecified)
 : -33%	5%	0%	-5	-8%	1%	-5	-3%	4%
[35] CC(NC(=O)c1ccc(Cl)cc1)C(=O)N1CCCCC1 (stereo unspecified)
 : -6%	12%	0%	-18	-2%	1%	-5	5%	-1%
[36] CC(=O)c1ccc2noc(-c3ccc(Cl)cc3)c2c1
 : -17%	5%	16%	-9	2%	u	8	-7%	16µM*
[37] COc1ccc(C(=O)c2nccc3cc(OC)c(OC)cc23)cc1OC
 : 16µM*	-1%	2%	66	-8%	4%	4	13%	0%
[38] COc1cc(OC)c(NC(=O)CSC2=Nc3ccccc3N=C(c3ccc(F)cc3)C2)cc1Cl
 : -23%	x	x	x	7%	x	7	0%	x
[39] CC1(C)Cc2c(c(N3CCOCC3)nc3snc(Br)c23)CO1
 : -21%	u	-23%	0	-12%	0%	0	-1%	0%
[40] Cc1ccc2c(=O)cc(C(=O)Nc3c(C(=O)Nc4cccc(Cl)c4)oc4ccccc34)oc2c1
 : u	x	x	x	12%	x	3	4%	x

# Reprinted from above (5 entries):
# Values run as follows: KB-V1 MDR tox	HT1080NT lethal	HT1080 IDH1KD tx	IL-1B inflam inh	HEK293 tox	MCF10A rereplic	D3 ag	KB-3-1 cytotox	SW480 rereplic
[36] CC(=O)c1ccc2noc(-c3ccc(Cl)cc3)c2c1
 : -17%	5%	16%	-9	2%	u	8	-7%	16µM*
[37] COc1ccc(C(=O)c2nccc3cc(OC)c(OC)cc23)cc1OC
 : 16µM*	-1%	2%	66	-8%	4%	4	13%	0%
[38] COc1cc(OC)c(NC(=O)CSC2=Nc3ccccc3N=C(c3ccc(F)cc3)C2)cc1Cl
 : -23%	x	x	x	7%	x	7	0%	x
[39] CC1(C)Cc2c(c(N3CCOCC3)nc3snc(Br)c23)CO1
 : -21%	u	-23%	0	-12%	0%	0	-1%	0%
[40] Cc1ccc2c(=O)cc(C(=O)Nc3c(C(=O)Nc4cccc(Cl)c4)oc4ccccc34)oc2c1
 : u	x	x	x	12%	x	3	4%	x

# Additional compounds follow.
(41) Clc1ccc2[nH]c3c(c2c1)CCc1cn[nH]c1-3
(42) CCOC(=O)C(=CNc1ccc(NC2=NCC(C)(C)S2)cc1)C(=O)OCC
(43) CC(C)c1c(C(=O)N/N=C/c2cccc3ccccc23)nnn1-c1nonc1N
(44) COCCN1Cc2cccc(C(=O)Nc3c(C)cccc3C)c2C1=O
(45) CCCCNc1c(-c2ccc(OC)c(Sc3ccc(OC)cc3)c2)nc2cnccn12
(46) COc1ccc(NC(=O)C2CCOC(C)(C)C2)cc1 (stereo unspecified)
(47) O=C(Cc1nnc(NC(=O)c2ccccc2)s1)N/N=C\c1ccc(O)c(O)c1
(48) NC(Cc1ccc(C(F)(F)F)cc1)c1csc(Nc2ccc(C(=O)NCc3ccco3)cn2)n1 (stereo unspecified)
(49) CCOC(=O)C1CCCN(Cc2ccc(-c3ccccc3)cc2)C1 (stereo unspecified)

assay / compound,41,42,43,44,45,46,47,48,49
KB-V1 MDR tox,u,-24%,u,-16%,u,-11%,4%,-4%,-2%
HT1080NT lethal,u,-15%,-24%,3%,29µM*,8%,7%,12µM*,-1%
HT1080 IDH1KD tx,u,-2%,u,1%,u,7%,1%,7.3µM*,-3%
IL-1B inflam inh,-22,u,12,20,55,x,38,-13,-9
HEK293 tox,6%,-6%,-20%,2%,77%[activator],3%,-6%,u,4%
MCF10A rereplic,u,u,-4%,29%,u,u,-7%,x,19%
D3 ag,-3,52*,-3,1,62*,7,2,6,-15
KB-3-1 cytotox,u,6%,u,6%,u,-8%,-1%,u,-7%
SW480 rereplic,u,u,-1%,-1%,u,-25%,-2%,x,4%

# High-throughput results: PubChem, National Center for Advancing Translational Sciences (NCATS)
